NR2E3 ag-1 = activates human photoreceptor nuclear receptor NR2E3 | 320,000 tested, 0.12% active | AID 2300 | Q9Y5X4 | GST-NR2E3/biotin-RetCOR TR-FRET, 1536-well | inhibition of corepressor binding, % at 4.78 µM;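 active = percent inhibition above the cutoff of mean plus 3 SD of all tested compounds, set per screening campaign, cut at about 20% in these data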;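 note: 0% = DMSO wells and 100% = biotin wells as full block of FRET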
Target sequence (Q9Y5X4 whole entry, looked up): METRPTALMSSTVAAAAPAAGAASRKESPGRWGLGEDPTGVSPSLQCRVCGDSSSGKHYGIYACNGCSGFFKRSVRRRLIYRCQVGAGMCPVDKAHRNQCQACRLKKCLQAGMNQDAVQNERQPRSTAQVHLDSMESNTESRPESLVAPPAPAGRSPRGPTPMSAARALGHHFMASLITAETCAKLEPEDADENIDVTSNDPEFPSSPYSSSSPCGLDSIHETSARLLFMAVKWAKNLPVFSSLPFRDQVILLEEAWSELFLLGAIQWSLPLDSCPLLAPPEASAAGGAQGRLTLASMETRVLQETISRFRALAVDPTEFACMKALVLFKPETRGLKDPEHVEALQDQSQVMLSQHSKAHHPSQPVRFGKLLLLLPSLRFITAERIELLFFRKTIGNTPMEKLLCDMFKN
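Material: NR2E3–RetCOR corepressor complex / Amount: 1.35 nM GST-NR2E3 / Medium: Tris pH 7.5 / Compound: single nominal compound dose of 4.8 µM / Incubation: 5 h at 4 °C / Technique: TR-FRET, Eu(K)-anti-GST donor, streptavidin-D2 acceptor, ex 340, em 617/671 nm / Read-out basis: percent loss of FRET ratio relative to control wells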
aDG glyco up = increases alpha dystroglycan glycosylation | Pro5-aDG cells, alpha-DG glycosylation AlphaScreen (IIH6); 0% Pro5, 100% B10-LARGE cell signal | activation, % at 10 µM | 360,000 tested, 0.22% active | AID 624168;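 active = activation of at least 8% versus controls, or a plate z-score of at least 8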;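 note: Pro5 are CHO cells carrying HIG-tagged alpha-DG that lacks glycosylation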
NR2E3 ag-2 = human photoreceptor-specific nuclear receptor agonism; Q9Y5X4; CHO-S Gal4-NCOR/VP16-NR2E3 two-hybrid, luciferase; inhibition of corepressor binding, % at 3.98 µM; 360,000 tested, 0.35% active; AID 602229;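 active = inhibition above the mean of all tested compounds plus 3 SD, cut at about 70% in these data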;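 note: 0% = DMSO with NR2E3 transfected cells and 100% = cells lacking NR2E3 construct; higher means lower luciferase signal from less NR2E3 corepressor binding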
KKLEB cytotox = CF airway cell cytotoxicity counter-screen | KKLEB CF airway cells viability, ATPlite luminescence, overnight; active compounds read low; cells stimulated with P. aeruginosa culture filtrate | AID 602141 | 360,000 tested, 0.36% active | activity change (cytotoxicity), % at 5 µM;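 active = corrected activity change at or below -50% at 5 µM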
Shn3 3UTR inh = Schnurri-3 reporter inhibition in Clone20 osteoblasts. Clone20 osteoblast Shn3 3'UTR firefly luciferase, 24 h. inhibition, % at 12.5 µM. 360,000 tested, 0.52% active;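 active = mean inhibition of at least 75% with every replicate also reaching 75%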;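 note: 0% = median of neutral control wells and 100% = pilot-screen positive control compound; some compounds past the cut are filed as inactive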
hiPSC survival = enhancers of human iPSC single-cell survival | hiPSC single-cell survival, ATPlite luminescence; 100% = ROCK inhibitor wells, 0% = DMSO | survival enhancement, % at 20 µM | 360,000 tested, 0.044% active; in the data active = survival enhancement above about 18%;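 note: cells exposed to compounds for 16 hours before the ATP read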
CF NFkB inh = cystic fibrosis NF-kB activation inhibition; KKLEB NF-kB-GFP reporter, PAF-induced, GFP fluorescence overnight; inhibition, % at 5 µM; 360,000 tested, 0.86% active; AID 588850;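 active = at least 50% inhibition at 5 µM, scaled per plate between neutral and stimulator controls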;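 note: PAF is a Pseudomonas aeruginosa culture filtrate used as stimulus; plate controls were PAF-stimulated DMSO wells for no effect and unstimulated DMSO wells for full effect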
TWEAK-Fn14 inh = inhibitors of TWEAK-Fn14 interaction signaling; TWEAK-stimulated Fn14 reporter cells, luciferase luminescence, 8 h; inhibition, % at 10 µM; 360,000 tested, 2% active; in the data active = inhibition above about 50%
TRPM1 prom inh = MITF TRPM1 promoter inhibition in SK-MEL-5 cells | AID 488899 | inhibition, % at 12.5 µM | SK-MEL-5 TRPM1 promoter luciferase, 24 h | 330,000 tested, 0.83% active;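 active = mean inhibition across replicates of 60% or more, whatever share of single replicates reaches that level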; note: values of inactives mirror those of a sister screen read the other way
Peg3 promoter = Peg3 promoter activity inhibition; HeLa PEG-Prom luciferase reporter, luminescence, overnight; inhibition, % at 20 µM; 360,000 tested, 1.7% active; AID 588405;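 active = inhibition of at least 50% at 20 µM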
HIF-2a inh = inhibitors of HIF-2a; 786-0 RCC cells HIF-2a reporter, luciferase luminescence, overnight; inhibition, % at 18.8 µM; 360,000 tested, 0.72% active; AID 624352;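 active = inhibition of the luminescence signal of 40% or more relative to plate controls, in a single-dose primary screen at 18.75 µM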
Numbers without * were called inactive; nt = no result given.

Below each compound: NR2E3 ag-1	aDG glyco up	NR2E3 ag-2	KKLEB cytotox	Shn3 3UTR inh	hiPSC survival	CF NFkB inh	TWEAK-Fn14 inh	TRPM1 prom inh	Peg3 promoter	HIF-2a inh
- Cc1ccc(-c2nnc(N3CCN(C(=O)COc4cccc(C)c4)CC3)c3ccccc23)cc1
    3	0.0	3	-2	-10	0.4	5	-12	13	14	7
- CC(=O)c1cnc2sccn2c1=O
    2	-0.1	-12	6	6	-1.0	-3	15	6	4	10
- O=C(COC(=O)c1n[nH]c2ccccc12)Nc1ccc(Cl)cc1[N+](=O)[O-]
    2	-0.4	4	-12	-2	-0.9	11	-11	7	-9	-55
- CC(C)CC(NC(N)=O)C(=O)Nc1ccc(Cl)c(Cl)c1 (stereo not given)
    1	-0.2	-24	6	4	0.1	-13	20	2	-11	3
- Cc1c(NC(=O)CSCc2ccc(Br)cc2)c(=O)n(-c2ccccc2)n1C
    6	-0.2	-9	2	14	0.4	-9	-2	6	7	6
- Cc1cccc(OCC(=O)OCC(=O)c2c(N)n(C)c(=O)n(C)c2=O)c1C
    2	0.1	-15	0	-9	-3.3	0	-4	6	-4	3
- COc1ccc(C)cc1NC(=O)CCS(=O)(=O)c1ccc2c(c1)oc(=O)n2C
    -1	-0.1	-45	6	4	0.1	6	11	17	3	8
- N#Cc1cc([N+](=O)[O-])ccc1NCCCn1ccnc1
    5	-0.1	-16	3	-11	-0.2	8	28	13	10	13
- COc1ccc(-c2cc(-c3ccccc3)no2)cc1
    3	0.0	-128	-17	-38	-3.6	-20	69*	-43	-108	-150
- CCc1nnc(NC(=O)c2ccc(S(=O)(=O)NCC(C)C)cc2)s1
    -2	-0.1	-17	17	18	-1.0	-18	-7	-4	-4	-35
- CC(=O)N1N=C(c2ccccc2)CC1c1cn(Cc2ccccc2)c2ccccc12 (stereo not given)
    4	0.8	-15	-19	59	3.9	27	36	19	41	1
- C/C(=N\NC(=O)c1ccco1)c1ccc(-c2ccccc2)cc1
    2	-0.1	-89	-1	-18	0.3	-34	-32	-79	-369	-203
- COc1ccc(C(O)c2nc(-c3ccc(OC)c(OC)c3)cs2)cc1 (stereo not given)
    nt	0.8	22	-8	-19	0.1	23	-33	nt	-5	-18
- CNc1nc(OCC(F)(F)F)nc(N2CCOCC2)n1
    2	0.0	-34	-13	-2	2.4	11	-28	2	5	10
- Cc1cccc(N2C(=O)C3CCC(c4ccccc4)CC3C2=O)c1 (stereo not given)
    0	-0.1	4	5	-3	-1.2	-5	10	6	10	8
- COc1ccc(OC)c(C2CC(=O)C(C)C(c3cc(OC)ccc3OC)N2)c1 (stereo not given)
    1	0.4	1	-8	0	-0.1	14	1	3	13	7
- COCCn1nc2cc(C(=O)NCc3cc(C(F)(F)F)cc(C(F)(F)F)c3)ccc2c1OC
    0	-0.1	-5	4	-15	-0.8	-16	-24	-14	-14	-13
- CCOc1ccc(CCNC(=O)CN2C(=O)NC(CCSC)C2=O)cc1OCC (stereo not given)
    4	0.0	-28	22	-1	0.6	-12	-5	-2	17	8
- COc1ccc(Br)c(C(=O)OCC(=O)NC(=O)NC2CCCC2)c1
    nt	0.1	-7	-10	15	1.3	0	-9	-7	2	3
- COc1ccccc1C(=O)NC(=O)COC(=O)c1nc2nc(C)cc(C)n2n1
    -5	1.7	12	3	6	0.3	24	9	2	-4	9

For convenience, some entries already given:
Below each compound: NR2E3 ag-1	aDG glyco up	NR2E3 ag-2	KKLEB cytotox	Shn3 3UTR inh	hiPSC survival	CF NFkB inh	TWEAK-Fn14 inh	TRPM1 prom inh	Peg3 promoter	HIF-2a inh
- Cc1ccc(-c2nnc(N3CCN(C(=O)COc4cccc(C)c4)CC3)c3ccccc23)cc1
    3	0.0	3	-2	-10	0.4	5	-12	13	14	7
- CC(=O)c1cnc2sccn2c1=O
    2	-0.1	-12	6	6	-1.0	-3	15	6	4	10
- O=C(COC(=O)c1n[nH]c2ccccc12)Nc1ccc(Cl)cc1[N+](=O)[O-]
    2	-0.4	4	-12	-2	-0.9	11	-11	7	-9	-55

Further records follow.
Below each compound: NR2E3 ag-1	aDG glyco up	NR2E3 ag-2	KKLEB cytotox	Shn3 3UTR inh	hiPSC survival	CF NFkB inh	TWEAK-Fn14 inh	TRPM1 prom inh	Peg3 promoter	HIF-2a inh
- COc1ccccc1-n1c(N)c(C(=O)NCC2CCCO2)c2nc3ccccc3nc21 (stereo not given)
    3	0.0	-6	-3	-12	-1.3	4	12	9	23	15
- Cc1cc(C)cc(N=c2c([N+](=O)[O-])nn(-c3cccc(Cl)c3)n2O)c1
    3	-0.1	-8	-16	-7	2.6	-16	11	15	14	-22
- Cc1ccc(-n2c(SCc3cc(=O)n4ccsc4n3)nnc2-c2cccnc2)c(C)c1
    5	-0.1	3	2	0	3.4	8	6	5	4	10
- CC1CCc2c(sc3nc(CSc4nnnn4C)[nH]c(=O)c23)C1 (stereo not given)
    -1	-0.4	-7	-2	-8	-0.2	-8	-21	-24	-77	-112
- Cc1ccc(-c2[nH]c3ccccc3c2SCCNC(=O)c2ccc(S(=O)(=O)N3CCOCC3)cc2)cc1
    -3	0.4	19	-8	57	-0.6	18	31	nt	16	36*
- Cc1cc(C)n(CC(=O)N/N=C/c2ccc3c(c2)OCO3)n1
    1	-0.1	-15	-4	-12	-0.8	-16	-7	9	0	0
- CN1CCCN(C(=O)Cc2c(Cl)cccc2Cl)c2nc3ccccc3nc21
    -1	-0.2	15	1	14	8.5	13	25	13	24	16
- O=C(c1cccc(C(F)(F)F)c1)C1CCCN(C(=O)CCCn2cncn2)C1 (stereo not given)
    -4	0.0	-31	0	2	-0.3	0	-5	-13	-19	-31
- COc1ccc(-c2nn(C)c3sc(C(=O)NCCN(C)C)cc23)cc1OC
    0	-0.1	-35	2	-14	2.8	-25	-11	-11	16	-5
- Cc1ccc2[nH]c3c(=O)n(CC(=O)NCCCN(C)Cc4ccccc4)ncc3c2c1
    2	0.6	1	-21	2	0.0	24	-1	-8	20	-4
- CC1CN(C(=O)Nc2ccc(F)cc2)C2(CCCCCC2)O1 (stereo not given)
    2	-0.1	-5	8	14	-2.3	8	7	-8	12	16
- CC(C)NC(=O)CSc1nnc2sc3ccccc3n12
    -3	-0.1	-10	8	-3	1.4	1	-17	-7	-38	-86
- CCN1CCN=C1Nc1ccccc1
    2	-0.4	20	5	-26	5.3	6	-3	-6	-8	5
- CC12CCCCC1(O)[N+](=O)C1=C(CCCC1)N2[O-] (stereo not given)
    -1	-0.1	-3	8	-30	-2.3	-12	1	-5	3	9
- O=C(NCC(c1cccs1)N1CCOCC1)c1ccc(Cl)c([N+](=O)[O-])c1 (stereo not given)
    -1	0.2	1	8	3	-1.6	-4	-23	4	-5	7
- CCOc1ccccc1C(=O)NCC(=O)OCC(=O)N1C(C)CCCC1C (stereo not given)
    2	0.5	-24	-1	18	3.3	4	4	2	12	16
- CCOC(=O)CNc1c(-c2ccc(OC)cc2)nc2ccc(Cl)cn12
    0	-0.2	-78	-1	-9	-0.4	-1	-11	-24	-128	-140
- O=C(NCCN1CCOCC1)N1c2ccccc2Sc2ccccc21
    -2	-0.1	-12	-1	-1	2.5	3	-11	-7	13	15
- COC(=O)C1=C(C)NC(=S)NC1c1ccc(OC(=O)c2ccco2)cc1 (stereo not given)
    3	5.3*	-8	-2	3	-0.3	-4	10	2	-7	8
- CC(NC(=S)Nc1ccccc1)C(c1cccs1)N1CCOCC1 (stereo not given)
    -1	0.1	-19	8	-7	-0.5	8	-3	13	15	4
- O=C(O)C1C2OC3C(OC(=O)C31)C2Br (stereo not given)
    nt	-0.1	-19	-10	-6	-0.8	31	-3	-2	9	10
- Cc1cccc(CN2CCc3c([nH]c4ccccc34)C2C(C)(C)C)n1 (stereo not given)
    -3	0.0	4	-2	-11	-0.1	8	7	10	14	20
- CCCCCCCCCNC(=O)[C@H](NC(=O)COc1ccccc1)[C@@H]1NC(C(=O)OC)C(C)(C)S1 (stereo not given in full)
    0	0.0	-23	7	-1	-2.1	0	10	3	4	18
- COC(=O)CSc1nnc(CCc2ccccc2)n1C
    6	0.0	-3	-2	1	-0.2	0	-7	-15	14	19
- O=C(Nc1nnc(C2CCCC2)s1)C1CCN(S(=O)(=O)c2ccc(Cl)cc2)CC1
    3	-0.1	-6	-13	1	1.5	-3	-9	7	10	-9
- CC(=O)OCCNC(=O)Cn1cnc2c1c(=O)n(C)c(=O)n2C
    1	0.8	1	-27	-46	-2.2	14	16	-8	3	8
- O=C(N/N=C/c1ccsc1)c1ccccn1
    -2	0.0	-50	6	-63	0.2	-16	-2	-54	-205	-231
- CSc1ccc(CN(C)C(=O)CSCC(=O)Nc2ccc(C)cc2)cc1
    -2	-0.3	4	-7	0	1.2	2	-12	1	5	-12
- O=C(COC(=O)c1cc(Br)ccc1O)c1ccc(F)cc1
    nt	0.0	-53	4	-4	1.8	12	-1	-25	-43	-44
- COc1ccc(C2/C(=C(/O)c3ccc(F)cc3)C(=O)C(=O)N2c2ccccn2)cc1OC (stereo not given)
    0	0.0	-14	5	-7	0.6	0	10	9	-2	13
- Cc1ccccc1C1CCCN(C(=O)c2cc(COc3c(F)cccc3F)on2)C1 (stereo not given)
    2	0.3	-2	3	17	0.6	-12	85*	-1	4	-16
- CC(C)(C)C1CCc2c(sc(N)c2C(N)=O)C1 (stereo not given)
    1	0.7	-1	17	27	0.8	4	13	1	-9	12

From PubChem BioAssay
